ALDH1A1 block: ALDH1A1 (human) enzyme inhibition; actives 7.3% (n = 220,000); Potency, µM (titrated, usually from 75.3 µM), without a hit: at the top dose activity, negative = inhibition, actives largely listed as inhibitors; P00352; Purified ALDH1A1, NADH fluorescence, propionaldehyde substrate; active = well fitted inhibition curve with a large enough effect, not every such curve was filed as active; inconclusive = small, poorly fitted or top-dose-only effect, or another doubt; inactive = no such curve, though single readings can be large or run the other way;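 also: plate controls were no enzyme wells and a reference inhibitor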
Tau fibril ThT: tau fibrillization inhibition (ThT binding); Potency, µM (top dose mostly 57.4 µM), for the others: top-dose activity, negative = inhibition, usual class: inhibitors; P10636; actives 2.1% (n = 270,000); AID 1460; recombinant tau K18 P301L, heparin-induced fibrillization, ThT fluorescence; also: nearly all actives have a fitted effect of over 55% in size
Target sequence (P10636 561-689 P618L limits assumed): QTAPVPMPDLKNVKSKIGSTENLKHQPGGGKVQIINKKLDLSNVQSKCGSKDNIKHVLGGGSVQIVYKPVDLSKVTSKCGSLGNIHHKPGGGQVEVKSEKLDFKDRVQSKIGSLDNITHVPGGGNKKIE
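Using a mix of unlabeled (15 uM) and Alexa 594-labeled (0.24 uM) tau K18 P301L, heparin-triggered fibrillization over 6 hr at 37 C was scored by ThT fluorescence.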
Tau fibril FP: tau fibrillization inhibition (FP); P10636; K18 P301L tau heparin fibrillization, Alexa594 FP, 6 h; Potency, µM (doses to about 57.7 µM), for inactives: at the highest dose activity, negative = inhibition, most hits filed as inhibitors; actives 0.39% (n = 280,000); AID 1468; also: nearly all actives have a fitted effect of over 55% in size
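Quantitative HTS format: compounds meet 15 uM recombinant K18 P301L tau and Alexa 594-tau tracer in 100 mM sodium acetate pH 7; 20 uM heparin triggers fibrillization at 37 C over 6 hr; FP gives the signal.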
L3MBTL1 block: blocks human L3MBTL1 | Q9Y468 | AlphaScreen L3MBTL1–H3K9me1 peptide binding | actives 0.66% (n = 230,000) | Potency, µM (highest dose often 57.1 µM), without a hit: at the top dose activity, negative = inhibition, most hits filed as inhibitors | AID 485360; also: nearly all actives have a fitted effect of over 60% in size
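Displacement of a biotinylated histone H3(1-15) peptide monomethylated at Lys9 (75 nM) from L3MBTL1 (50 nM) was measured by AlphaScreen after a 30 min room-temperature compound incubation; cefsulodin titration served as intraplate control.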
TexasRed fluor: Texas Red fluorescence interference in TRb-SRC2 counter-screen. Potency, µM (doses to about 106 µM), for inactives: at the highest dose fluorescence change, negative = quenching. TRb/SRC2 Texas Red total fluorescence interference. actives 0.29% (n = 280,000); active = well fitted curve in either direction with a large enough effect; inconclusive = small, poorly fitted or top-dose-only effect
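Human TRb ligand-binding domain at 0.6 uM with 20 nM Texas Red SRC2 peptide in Tris buffer containing 1 uM T3 and 5% DMSO, incubated with compound 5 h at ambient temperature. Total fluorescence (555/632 nm) calculated as parallel + 2 × perpendicular.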
aGal spleen mod: inhibitors or activators of human alpha-galactosidase in spleen homogenate | P06280 | human spleen homogenate, 4MU-alpha-Gal fluorescence, 40 min | Potency, µM (series often up to 80 µM), without a hit: at the highest dose activity change, negative = inhibition, actives largely listed as inhibitors | actives 0.008% (n = 240,000);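 also: 0% = enzyme with vehicle and -100% = no enzyme basal signal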
Target sequence (P06280 32-429 limits assumed): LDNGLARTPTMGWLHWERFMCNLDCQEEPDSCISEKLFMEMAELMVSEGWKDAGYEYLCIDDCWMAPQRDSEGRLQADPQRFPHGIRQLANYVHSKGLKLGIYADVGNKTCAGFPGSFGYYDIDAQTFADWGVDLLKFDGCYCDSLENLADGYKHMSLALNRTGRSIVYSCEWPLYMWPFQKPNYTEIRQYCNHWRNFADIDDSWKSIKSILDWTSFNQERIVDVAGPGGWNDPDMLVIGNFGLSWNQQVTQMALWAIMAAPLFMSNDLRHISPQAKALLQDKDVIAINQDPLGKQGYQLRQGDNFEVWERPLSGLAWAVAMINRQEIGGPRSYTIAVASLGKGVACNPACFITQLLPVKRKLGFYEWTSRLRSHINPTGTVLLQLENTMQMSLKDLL
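Human spleen homogenate (1 ug) was the enzyme source, with 4-methylumbelliferyl-alpha-D-galactopyranoside (1 mM final) in pH 5.0 citrate buffer with 0.01% Tween-20. Compounds were titrated; after 40 min at 37C, NaOH/glycine stop, 4-MU fluorescence read; AC50 from Hill fits.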
Tau fluor counter: counter-screen for tau fibril formation inhibitors; AID 1463; actives 0.93% (n = 280,000); tau K18 P301L (four-repeat tau fragment) Alexa594 fluorescence, heparin fibrillization; Potency, µM (highest dose often 57.7 µM), for inactives: top-dose activity change, negative = decrease; also: nearly all actives have a fitted effect of over 55% in size
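Human K18 P301L tau (15 uM unlabeled plus 0.24 uM Alexa 594-labeled, final) in 100 mM sodium acetate pH 7 was mixed with compound and 20 uM heparin and incubated 6 hr at 37 C.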
TRb-SRC2 inh: inhibitors of human thyroid hormone receptor beta-SRC2 interaction; AID 1469; TRbeta-SRC2 peptide binding, fluorescence polarization; receptor liganded with 1 µM T3; Potency, µM (series often up to 106 µM), without a hit: top-dose activity change, negative = inhibition, usual class: inhibitors; actives 0.065% (n = 280,000); P10828;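 also: plate controls were bound peptide for no effect and peptide without receptor for full effect; nearly all actives have a fitted effect of over 50% in size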
Target sequence (P10828 whole entry, looked up): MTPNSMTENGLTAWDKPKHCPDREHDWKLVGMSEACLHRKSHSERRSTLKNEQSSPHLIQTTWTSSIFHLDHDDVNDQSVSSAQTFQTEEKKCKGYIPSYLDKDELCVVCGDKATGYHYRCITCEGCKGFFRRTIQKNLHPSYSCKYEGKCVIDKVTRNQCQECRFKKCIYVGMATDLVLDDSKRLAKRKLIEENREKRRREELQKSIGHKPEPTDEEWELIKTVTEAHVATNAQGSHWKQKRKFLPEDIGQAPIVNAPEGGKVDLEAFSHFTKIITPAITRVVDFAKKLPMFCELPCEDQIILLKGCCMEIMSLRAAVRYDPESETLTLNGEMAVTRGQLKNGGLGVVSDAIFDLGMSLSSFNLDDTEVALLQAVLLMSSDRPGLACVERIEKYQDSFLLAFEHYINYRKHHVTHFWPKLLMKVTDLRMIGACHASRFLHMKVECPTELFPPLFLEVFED
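Decrease in fluorescence polarization of 20 nM Texas Red SRC2 coactivator peptide flagged inhibition of its binding to 0.6 uM TRb LBD; 1 uM T3 included, incubation 5 hr, ex 555/em 632 nm.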
* marks the source's active call; other numbers are inactive results; u = inconclusive; x = not tested or not shown; [ ] = dose if it differs, or a comment. Unless noted, calls follow the shape of the dose curve; as a rule, active = well fitted curve in the direction sought with a large enough effect; inconclusive = small, poorly fitted or top-dose-only effect, or another doubt; inactive = no such curve, though single readings can be large; an effect the other way counts as inactive or inconclusive. Unless noted, % is scaled to controls: 0 for no effect and ±100 for the full control effect; potency is read from the fitted curve at half-maximal effect.

SMILES	ALDH1A1 block	Tau fibril ThT	Tau fibril FP	L3MBTL1 block	TexasRed fluor	aGal spleen mod	Tau fluor counter	TRb-SRC2 inh
Cc1cc(C)c2nc(-c3ccccn3)cc(C(=O)n3cccn3)c2c1	u	u	-13%	13%	-4%	-2%	-21%	-2%
COc1ccc(CNC(=O)CCCn2nc(C)c3c(C)n(-c4ccccc4)nc3c2=O)cc1	x	2%	-1%	x	1%	x	-3%	0%
COc1ccc(C2C(C#N)=C(N)OC3=C2C(=O)CCC3)cc1OC (stereo unspecified)	0%	-11%	4%	7%	1%	-9%	-4%	-2%
CCOC(=O)c1c(O)c2ccccc2oc1=O	u	-7%	-3%	7%	-1%	7%	-9%	-5%
O=C(COC(=O)c1cncc(Br)c1)Nc1nc(-c2ccc(F)cc2)cs1	9%	-17%	-5%	7%	-1%	10%	-24%	-4%
CC(=O)N/C(=C\c1ccc(F)cc1)C(=O)NC(Cc1ccccc1)C(=O)O (stereo unspecified)	x	x	1%	x	0%	-6%	3%	2%
COc1ccccc1CNC(=O)c1cnn2c(C(F)F)cc(C)nc12	0%	-7%	2%	x	-6%	-7%	-6%	-3%
O=C(NC1CCS(=O)(=O)C1)c1cn(-c2ccccc2)nc1-c1ccccc1 (stereo unspecified)	-4%	-2%	-4%	-2%	-1%	-1%	-4%	-8%
COc1cc(NC(=O)CN2CCC(C(N)=O)(N3CCCCC3)CC2)c(OC)cc1Cl	11%	-4%	3%	7%	0%	1%	0%	0%
COc1ccc(C(=O)n2nnc3ccccc32)cc1Br	u	-11%	-3%	x	2%	4%	-8%	7%
CCCC(=O)O[C@@H]1C[C@@H](C)N(C(=O)c2ccccc2)c2ccc(C)cc21	3%	-13%	3%	4%	2%	-4%	-10%	-3%
C/C=C(/C)C(=O)Nc1cccc(C2=NOC3(C2)C[C@@H](C(N)=O)N(C(=O)[C@H]2CCC(=O)N2)C3)c1 (stereo partly specified)	x	-2%	-1%	x	2%	5%	2%	-3%
COCCNC(=O)CS(=O)Cc1nc(-c2ccc(OC)cc2)oc1C (stereo unspecified)	-6%	-17%	11%	x	-3%	12%	-9%	-5%
C1=C(c2ccccc2)N2CCN=C2S1	6%	-1%	12%	x	2%	1%	2%	9%
Cc1cc(C)c2cc(C)c(SCC(=O)NCc3ccco3)nc2c1	14µM*	-20%	9%	-10%	0%	-5%	-13%	-3%
COc1cc(C2C3=C(CC(C)(C)CC3=O)OC(N)=C2[N+](=O)[O-])ccc1O (stereo unspecified)	u	-14%	-4%	1%	-6%	1%	-5%	-4%
Cc1cccc(NC(=O)CSc2nnc([C@@H](N)Cc3ccccc3)o2)c1C	u	-11%	-1%	-3%	0%	6%	-5%	-9%
CC(=O)Nc1ccc(Nc2cc(C)nc3c(-c4ccccc4)c(C)nn23)cc1	u	u	4%	3%	5%	6%	14µM*[quencher]	10%
COCCCNC(=O)/C(C#N)=C/c1ccc(F)cc1	u	-13%	0%	51%[activator]	-5%	3%	-12%	-8%
O=C(Nc1ccc(Cl)c(C(F)(F)F)c1)C(=O)N1CCCCC1	-15%	-1%	1%	6%	0%	7%	-12%	-3%
O=C(CSc1nc2ccccc2c(=O)n1-c1ccccc1)N1CCN(CCO)CC1	u	-4%	8%	8%	-1%	5%	-3%	-7%
CCCCS(=O)(=O)N1CCc2nc(-c3ccc(OC)cc3C)c3c(c2C1)CO[C@@H](c1ccccc1)C3	0.45µM*	0%[11.5 µM]	-2%[11.6 µM]	x	-3%[11.2 µM]	0%[17.5 µM]	7%[11.6 µM]	-4%[11.2 µM]
Cc1cc(NC(=O)CCC2CCCC2)no1	-10%	0%	3%	x	-2%	-8%	4%	3%
CCCCn1c(SCC(=O)Nc2cccc(OC)c2)nc2c(sc3ccccc32)c1=O	x	7%	u	x	-1%	x	-11%	3%

Structures above that contain bromine, in the order listed:
SMILES	ALDH1A1 block	Tau fibril ThT	Tau fibril FP	L3MBTL1 block	TexasRed fluor	aGal spleen mod	Tau fluor counter	TRb-SRC2 inh
O=C(COC(=O)c1cncc(Br)c1)Nc1nc(-c2ccc(F)cc2)cs1	9%	-17%	-5%	7%	-1%	10%	-24%	-4%
COc1ccc(C(=O)n2nnc3ccccc32)cc1Br	u	-11%	-3%	x	2%	4%	-8%	7%

More compounds follow:
SMILES	ALDH1A1 block	Tau fibril ThT	Tau fibril FP	L3MBTL1 block	TexasRed fluor	aGal spleen mod	Tau fluor counter	TRb-SRC2 inh
COc1ccc(Cn2nnnc2C(CC(C)C)N2CCN(c3ccccc3)CC2)cc1 (stereo unspecified)	-2%	-18%	1%	-4%	3%	7%	-22%	-6%
CCC(=O)N1CCC2(CC1)Oc1ccc(F)cc1C(=O)C21CC(c2ccccc2)=NO1 (stereo unspecified)	x	-17%	7%	x	0%	5%	-17%	0%
COCCN(C(=O)CSc1nncn1-c1ccccc1)c1c(N)n(Cc2ccccc2)c(=O)[nH]c1=O	14%	-4%	6%	1%	-2%	0%	3%	-9%
CCOc1ccccc1NC(=O)CN(C)S(=O)(=O)c1cccc2nsnc12	-6%	-11%	7%	-9%	-5%	1%	-11%	5%
CCOC(=O)CN(C(=O)COc1nc(-c2ccccc2)cc(C)c1C#N)c1ccccc1C	x	0%	5%	6%	1%	7%	-11%	-7%
CCOC(=O)C(=CNNc1cccc(Cl)c1)C(=O)OCC	x	u	u	-23%	1%	4%	u	5%
COC(=O)c1ccccc1NC(=O)CN1C(=O)CSC1=O	4%	-1%	3%	-4%	-4%	-2%	1%	3%
CCCCN(C)CCn1c(=S)[nH]c2ccc(N3CCOCC3)cc2c1=O	u	7%	-7%	2%[11.4 µM]	1%	0%	10%	2%
Cc1ccc(Cn2ccc(NC(=O)C3C4CCC(C4)C3C(=O)O)n2)cc1 (stereo unspecified)	-2%	-4%	0%	x	-4%	17%	-11%	-3%
O=C(CN1CCN(c2ccc(F)cc2)CC1)Nc1cc(C(F)(F)F)ccc1Cl	u	-14%	4%	-5%	2%	-6%	-19%	-12%
COC(=O)C1=C(N)Oc2cc(C)n(CCc3ccccc3)c(=O)c2C1c1cccnc1 (stereo unspecified)	-9%	6%	u	19%	-6%	6%	-2%	-6%
Cc1cc(Cl)ccc1OCC(=O)N[C@@H](Cc1ccccc1)c1nc2ccccc2[nH]1	-1%	-5%	-4%	5%	-1%	0%	-17%	-3%
O=C1Nc2ccccc2/C1=N/N=C/c1ccc(-c2ccc([N+](=O)[O-])cc2)o1	16%	2.8µM*	3%	-4%	-1%	-8%	-28%	-2%
CCOc1ccc(NC(=O)CSc2nc3ccccc3c(=O)n2CCNC(C)=O)cc1	-11%	-2%	4%	1%	-2%	-4%	2%	7%
Cc1cccc(C)c1-n1nnnc1C(C)(C)N1CCN(N=O)CC1	x	7%	-13%	-9%	-1%	2%	-2%	1%
O=C(NCCc1nc2ccccc2[nH]1)/C(=C/c1ccc2c(c1)OCO2)NC(=O)c1ccccc1	5%	9%	-2%	-2%	0%	-13%	14%	8%
Cc1cc(C)nc(-n2nc(C)cc2NC(=O)c2cccc(S(=O)(=O)N3CCOCC3)c2)n1	15%	-6%	0%	-9%	3%	5%	0%	-1%
CCOC(=O)C(NC(C)=O)C(O)c1ccc([N+](=O)[O-])cc1 (stereo unspecified)	-3%	-5%	u	x	-2%	-3%	-6%	-1%
CC(C)Oc1ccc(N2C(=O)c3ccccc3C2=O)cc1	-4%	-9%	-2%	x	3%	10%	-1%	-6%
O=c1c2oc3ccccc3c2ncn1Cc1ccc(Cl)cc1	0%	-3%	-7%	x	0%	-4%	-10%	-10%
O=C(Nc1ccccc1C(F)(F)F)c1ncn[nH]1	x	x	9%	x	0%	1%	-28%	-1%
Cc1ccc2oc(=O)c(/C=C(\O)C(C)(C)C)nc2c1	4%	u	-4%	-20%	3%	10%	-28%	-1%
O=C(N/N=C/c1ccccn1)c1cc(-c2ccc3ccccc3c2)n[nH]1	4%	u	-14%	-2%	-3%	5%	-26%	16%
Cc1ccc(NC(=O)CCCc2ccccc2)nc1	-6%	2%	4%	9%	0%	5%	-3%	1%
CCOC(=O)c1c(C)[nH]c(C(=O)/C(C#N)=C/c2ccc(OC)c(OC)c2)c1C	-15%	u	7%	4%	4%	-4%	-13%	5%
Cc1cc(C)n(CC(=O)NC2C(=O)N3C(C(=O)O)=C(CSc4nnc(C)s4)CSC23)n1 (stereo unspecified)	9%	u	-17%	x	1%	-1%	-8%	2%

Complete entries as entered above. Order of values: ALDH1A1 block, Tau fibril ThT, Tau fibril FP, L3MBTL1 block, TexasRed fluor, aGal spleen mod, Tau fluor counter, TRb-SRC2 inh
Profile of `Cc1ccc2oc(=O)c(/C=C(\O)C(C)(C)C)nc2c1` = 4%, u, -4%, -20%, 3%, 10%, -28%, -1%
Profile of `Cc1cc(C)nc(-n2nc(C)cc2NC(=O)c2cccc(S(=O)(=O)N3CCOCC3)c2)n1` = 15%, -6%, 0%, -9%, 3%, 5%, 0%, -1%
Profile of `O=c1c2oc3ccccc3c2ncn1Cc1ccc(Cl)cc1` = 0%, -3%, -7%, x, 0%, -4%, -10%, -10%
Profile of `CCOc1ccc(NC(=O)CSc2nc3ccccc3c(=O)n2CCNC(C)=O)cc1` = -11%, -2%, 4%, 1%, -2%, -4%, 2%, 7%
Profile of `CC(C)Oc1ccc(N2C(=O)c3ccccc3C2=O)cc1` = -4%, -9%, -2%, x, 3%, 10%, -1%, -6%

Bioassay records as filed in PubChem BioAssay.
